# Assay outcomes (PubChem)
# STK33 kinase inh – inhibitors of human STK33 kinase; Q9BYT3; purified STK33, MBP phosphorylation, ADP-Glo luminescence; inhibition, % at 10 µM; actives 0.073% (n = 320,000); AID 2661;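 active means inhibition at or above 25%, using the most active replicate where run in duplicate; inactive means inhibition below 25%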
# Target sequence (Q9BYT3 whole entry, looked up): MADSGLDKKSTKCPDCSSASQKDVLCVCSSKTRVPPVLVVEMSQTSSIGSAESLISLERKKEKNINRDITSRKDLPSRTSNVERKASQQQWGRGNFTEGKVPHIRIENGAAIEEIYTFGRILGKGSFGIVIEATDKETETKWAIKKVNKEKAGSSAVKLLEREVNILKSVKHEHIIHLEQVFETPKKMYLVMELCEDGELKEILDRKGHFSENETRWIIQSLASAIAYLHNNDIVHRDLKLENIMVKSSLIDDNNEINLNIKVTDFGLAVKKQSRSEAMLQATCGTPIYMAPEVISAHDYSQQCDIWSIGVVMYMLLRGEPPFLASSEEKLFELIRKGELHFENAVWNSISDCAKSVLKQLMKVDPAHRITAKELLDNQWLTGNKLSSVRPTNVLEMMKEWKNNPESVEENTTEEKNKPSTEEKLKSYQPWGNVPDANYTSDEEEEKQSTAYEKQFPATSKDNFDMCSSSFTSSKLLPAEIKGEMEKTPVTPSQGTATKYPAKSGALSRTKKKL
# OX1R antag-1 – antagonists of human orexin 1 receptor (OX1R). O43613. OX1R-expressing cells, FRET antagonist read-out. inhibition, % at 6.6 µM. actives 1.8% (n = 330,000). AID 485270; in the data active means inhibition mostly above about 38%, no sharp cut-off; inactive means mostly below about 40%;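 further: 0% = agonist challenge alone and 100% = reference antagonist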
# Target sequence (O43613 whole entry, looked up): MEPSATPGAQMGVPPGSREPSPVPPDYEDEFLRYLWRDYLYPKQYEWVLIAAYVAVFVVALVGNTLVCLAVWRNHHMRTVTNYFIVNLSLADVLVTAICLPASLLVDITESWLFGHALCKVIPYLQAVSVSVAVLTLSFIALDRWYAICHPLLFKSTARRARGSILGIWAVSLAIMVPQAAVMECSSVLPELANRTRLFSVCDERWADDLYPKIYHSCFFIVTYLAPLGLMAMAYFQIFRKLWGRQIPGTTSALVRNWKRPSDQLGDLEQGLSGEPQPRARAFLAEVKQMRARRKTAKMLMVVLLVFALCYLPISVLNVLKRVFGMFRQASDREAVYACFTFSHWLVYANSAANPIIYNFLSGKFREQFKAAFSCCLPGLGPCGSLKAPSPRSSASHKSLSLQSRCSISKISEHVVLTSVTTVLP
# OX1R antag-2 – blocks the human orexin 1 receptor; inhibition, % at 5 µM; CHO/OX1R cells, Fluo-8 calcium fluorescence, orexin A; O43613; actives 0.43% (n = 330,000); AID 434989;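 active means inhibition above its plate's threshold, mean inhibition of all tested compounds on the plate plus 3 SD, cut at about 37% in these data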;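 further: 0% = orexin A challenge wells and 100% = SB-334867-A antagonist wells; not every result past the cut was called active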
# The depositor's hits bear a star; . = no result given. An unsorted share of the library; 2.2% or so of the library scored in one or more.
SMILES,STK33 kinase inh,OX1R antag-1,OX1R antag-2
COCCCNC(=O)CC(NS(=O)(=O)c1ccc(OC)cc1)c1ccc(OC)cc1 (configuration not stated),4.9,10.3,-2.8
O=C(O)CCc1ccc(-c2ccccc2)n1NC(=O)c1cccs1,0.0,20.5,-0.8
CC(C)CCN(CCC(C)C)C(=O)Cc1c(O)c2ccccc2[nH]c1=O,0.8,16.2,-6.6
COc1cc(C(=O)Nc2cccc(C)c2C)c(Br)c(OC)c1OC,1.9,17.5,-27.9
CCOC(=O)C1=C(CN2CCN(C(=O)c3ccco3)CC2)NC(=O)NC1c1ccc(Cl)cc1 (configuration not stated),0.4,9.7,-35.5
CCNc1nc(NCC)nc(OCCOC(=O)c2ccccc2)n1,0.4,24.0,-18.1
COc1ccc(OC)c(NC(=O)CSC2=C(C#N)C(c3ccco3)C3=C(CCCC3=O)N2)c1 (configuration not stated),-0.2,20.5,-30.4
CCCCn1nnc(NC(=O)c2ccco2)n1,-0.7,0.9,-15.5
CCOC(=O)CSc1nc2c(c(=O)[nH]c(=O)n2C)n1C/C=C(/C)Cl,-3.3,3.4,-6.3
CCOC(=O)N1CCN(c2ncnc3scc(-c4ccccc4)c23)CC1,-0.6,3.5,-31.7
CC1Cc2cc(/C(O)=C3/C(=O)C(=O)N(CCCn4ccnc4)C3c3cccc([N+](=O)[O-])c3)ccc2O1 (configuration not stated),-0.8,6.7,-14.7
Cc1ccc(N=C2NC(=O)C(CO)(CO)S2)cc1,-1.7,7.8,-5.5
CCOC(=O)N1CCC(N2C(=O)c3ccc(C(=O)NCc4ccco4)cc3C2=O)CC1,-0.9,7.9,-15.4
COc1ccc(/C=C/C(=O)O)cc1COc1cccc(C)c1,-1.6,19.8,-3.0
CC(=O)Nc1cnn(Cc2ccc(Br)cc2)c1,-0.9,4.0,5.6
Cc1cc(C)c(C(N)=O)c(SCC(=O)c2cc(C)n(-c3cc(C)on3)c2C)n1,-1.9,11.6,14.7
Cn1c(=O)cc(C(=O)N/N=C/c2ccc(Cl)cc2)[nH]c1=O,-0.7,1.4,-0.3
COc1ccc(CN2CC(C(=O)NCCCOC(C)C)CC2=O)cc1 (configuration not stated),-1.9,11.7,-9.1
Nc1cc(C(=O)c2ccccc2)ccc1[N+](=O)[O-],0.3,55.5,4.0
Cc1ccccc1NC(=O)C1C2/C=C\CCCCC21 (configuration not stated),.,15.2,-23.1
Cc1csc(SCC(=O)c2cc(C)n(Cc3cccs3)c2C)n1,-2.8,56.7,6.3
Oc1cccc2ccc(/C=C/c3ccc(Br)s3)nc12,0.6,28.2,-28.7
Nc1cc(N)nc(SCC(=O)c2ccccc2)n1,-0.9,3.0,-11.4
Cc1ccc(NC2=C(Cl)C(=O)N(C3CCCCC3)C2=O)cc1,-1.4,-4.1,-15.2
S=C(Nc1cccnc1)Nc1cccc2cnccc12,27.4*,25.9,-7.3

# Grouped by structure, those above with an aryl methoxy group.
SMILES,STK33 kinase inh,OX1R antag-1,OX1R antag-2
COCCCNC(=O)CC(NS(=O)(=O)c1ccc(OC)cc1)c1ccc(OC)cc1 (configuration not stated),4.9,10.3,-2.8
COc1cc(C(=O)Nc2cccc(C)c2C)c(Br)c(OC)c1OC,1.9,17.5,-27.9
COc1ccc(OC)c(NC(=O)CSC2=C(C#N)C(c3ccco3)C3=C(CCCC3=O)N2)c1 (configuration not stated),-0.2,20.5,-30.4
COc1ccc(/C=C/C(=O)O)cc1COc1cccc(C)c1,-1.6,19.8,-3.0
COc1ccc(CN2CC(C(=O)NCCCOC(C)C)CC2=O)cc1 (configuration not stated),-1.9,11.7,-9.1

# More structures.
SMILES,STK33 kinase inh,OX1R antag-1,OX1R antag-2
O=C(CN(C(=O)Cn1nnc(-c2cccs2)n1)c1ccc2c(c1)OCCO2)NC1CCCCC1,-4.2,37.5,1.0
COCCCNc1nc2ccccc2nc1NS(=O)(=O)c1ccc(C)cc1C,-1.1,10.7,-23.1
CCN(CC(=O)Nc1c(F)cccc1F)C(=O)Cc1ccc(OC)c(S(=O)(=O)N2CCOCC2)c1,0.3,13.8,-18.3
CCN1CCN(C(c2cccs2)C(C)NC(=O)NC2CCCCC2)CC1 (configuration not stated),-1.5,0.0,3.9
COc1ccc(CNC(=O)c2ccc(CS(=O)Cc3ccc(Cl)cc3)o2)cc1 (configuration not stated),-1.3,12.3,-38.6
C=CCN=C1SC(CC)C(=O)N1S(=O)(=O)c1ccc(C)cc1 (configuration not stated),-0.2,15.0,-18.9
Cc1cccc(NC(=O)c2ccc3ccccc3n2)n1,.,65.2,-15.6
CN(C)S(=O)(=O)Oc1ccc(Cl)cc1C(=O)Nc1cccc(C(F)(F)F)c1,-0.5,18.0,-8.3
COc1ccc(Nc2nc(NCc3ccco3)nc(N/N=C/c3ccccc3Cl)n2)cc1,-1.8,-1.0,-20.6
COc1ccc(-c2c(C(F)(F)F)[nH]n3c(=O)cc(-c4ccccc4)nc23)cc1,-0.1,18.0,-8.7
Cn1c(C(=O)NC2CCCCC2)cc2sccc21,-1.9,12.5,-10.5
Cc1ccccc1CN1CCC(n2nccc2NC(=O)CCCc2ccccc2)CC1,0.5,16.5,-25.0
CCCN(CCC)Cc1c(C(=O)N/N=C/c2ccoc2)nnn1-c1nonc1N,0.9,12.4,-0.8
O=C(N/N=C/c1cccc([N+](=O)[O-])c1O)c1cccs1,0.2,36.9,-4.9
O=C(N/N=C/c1ccc(Br)s1)Nc1ccccc1,0.5,25.6,-24.7
Cc1ccc(S(=O)(=O)N2CCC(=O)N(CCOCc3ccc(Cl)cc3)CC2)cc1,-0.8,16.0,-15.8
C=CCc1ccccc1OCC(=O)O,1.4,5.2,2.4
Cc1ccccc1C(=O)Nc1ccc(Br)cn1,-0.3,-1.7,-14.0
COc1ccc(CN(C)C(=O)c2cnc(OC)cc2C(F)(F)F)c(OC)c1,-0.9,9.1,-28.1
CC(NC(=S)Nc1ccc(OC(F)F)c(Cl)c1)C(C)(C)C (configuration not stated),0.0,24.4,37.8*
C/C(=N\NC(=O)c1cccc(S(=O)(=O)N2CCOCC2)c1)c1ccco1,-1.7,15.2,-16.7
CCCn1c(SCC(=O)c2ccc3c(c2)OCCO3)n[nH]c1=O,-0.4,9.1,-17.5
Cc1ccc(-n2c(=O)c3sccc3n(Cc3cc(=O)n4ccccc4n3)c2=O)cc1F,-0.7,24.1,-15.5
COc1ccc(NC(=O)CCCc2nnc3n(C)c(=O)c4sccc4n23)cc1,1.9,17.1,-11.3
O=C(Nc1ccc(F)c(Cl)c1)c1ccccc1,0.8,30.0,-6.0

# Going on with the list.
SMILES,STK33 kinase inh,OX1R antag-1,OX1R antag-2
Cc1c(NS(=O)(=O)c2cccc(C(=O)OCC(=O)N(C)C3CCCCC3)c2)c(=O)n(-c2ccccc2)n1C,-0.4,98.3*,37.3*
Cc1cc(C)cc(C(=O)NC(CC(N)=O)c2ccc(N3CCC(N4CCCCC4)CC3)c([N+](=O)[O-])c2)c1 (configuration not stated),0.4,21.6,-9.9
Cc1ccc(CNC(=O)C2CCN(S(=O)(=O)N3CCCCC3)CC2)cc1,-0.5,-5.7,-8.2
Cc1nn(CC(=O)N/N=C/c2ccc(F)cc2)c(C)c1[N+](=O)[O-],-1.5,8.3,-20.1
Cc1ccc(C)c(N2CCN(C(=O)c3ccc(CS(=O)(=O)c4ccccc4C)o3)CC2)c1,-0.5,11.7,-23.2
Cn1c(CNC(=O)OC(C)(C)C)nnc1SCc1c(Cl)cccc1Cl,0.6,4.3,-4.7
Cc1ccc2c(c1)cc(CN(CCc1ccccc1)C(=O)N1CCOCC1)c1nnnn12,-1.6,27.3,-28.3
CNC(=O)C(=O)NCCCN1CCOCC1,-0.3,7.1,0.5
CCCCOC(=O)CCc1c(C)[nH]c(=S)[nH]c1=O,1.0,13.4,-15.2
COCCNc1nc2nonc2nc1N1CCC(N(C)C)C1 (configuration not stated),-0.8,13.1,-3.5
COc1ccc(-n2nc([N+](=O)[O-])c(=NCCCN3CCCC3=O)n2O)cc1,-0.4,153.7*,0.5
COCCn1cnnc1SCC(=O)Nc1ccc(N2CCCCC2)cc1,0.8,-0.4,-7.9
CCN(CC(=O)Nc1ccc(NC(C)=O)cc1)C(=O)c1ccc(=O)[nH]c1,-2.7,-0.9,-2.0
CCOc1ccc(C(=O)Nc2cccc(SC)c2)cc1,2.4,8.0,-8.5
O=C(NCC(=O)N(CCN1CCOCC1)C(C(=O)NC1CCCC1)c1cccs1)c1ccco1 (configuration not stated),0.3,4.4,-18.6
Cc1ccc(C(=O)N/C(=C\c2cn(C)c3ccccc23)C(=O)OCCN(C)C)cc1,-1.5,14.9,-13.0
O=C(NCc1cccs1)c1ccc(N2CCCCC2)nc1,0.5,9.1,-36.9
Cc1ccc2nc(SCc3ccc([N+](=O)[O-])cc3)[nH]c2c1,-3.5,-0.8,-22.2
O=C(CSc1ccc(Cl)cc1)Nn1cnnc1,0.2,14.6,-16.6
C=CCN(C(C)=O)C1CC(=O)N(c2ccc(OCCC)cc2)C1=O (configuration not stated),-0.4,18.5,-10.0
COc1ccc(CNC(=O)c2ccc[nH]2)cc1,-0.4,4.5,-6.0
COc1ccc(N2CC(C(=O)N3CCOCC3)CC2=O)cc1 (configuration not stated),-0.9,3.9,-16.0
O=C(NC1CCCC1)c1cnc2n(c1=O)CCS2,-0.7,19.0,1.9
CCC[C@H]1NC(=O)[C@H](C)N(C)C(=O)C(C)(C)C(=O)C(C)NC(=O)[C@H](Cc2ccc(OC)cc2)N(C)C(=O)[C@H](C(C)C)N(C)C(=O)CNC(=O)[C@H](CC(C)C)N(C)C(=O)CNC(=O)[C@H]([C@@H](C)CC)OC(=O)[C@H]1C (some centres not stated),.,8.7,-53.7
Cc1ccnc(N2CCC(C(=O)NNC(=O)c3ccccc3C)CC2)n1,0.0,28.2,-14.8

# Reprinted at random: 6 entries already listed, in no set order.
SMILES,STK33 kinase inh,OX1R antag-1,OX1R antag-2
Nc1cc(C(=O)c2ccccc2)ccc1[N+](=O)[O-],0.3,55.5,4.0
Cc1cccc(NC(=O)c2ccc3ccccc3n2)n1,.,65.2,-15.6
COc1ccc(N2CC(C(=O)N3CCOCC3)CC2=O)cc1 (configuration not stated),-0.9,3.9,-16.0
Cc1csc(SCC(=O)c2cc(C)n(Cc3cccs3)c2C)n1,-2.8,56.7,6.3
CCCN(CCC)Cc1c(C(=O)N/N=C/c2ccoc2)nnn1-c1nonc1N,0.9,12.4,-0.8
Cc1cc(C)c(C(N)=O)c(SCC(=O)c2cc(C)n(-c3cc(C)on3)c2C)n1,-1.9,11.6,14.7

# Compounds above that have two or more sulfur atoms, in the order listed:
SMILES,STK33 kinase inh,OX1R antag-1,OX1R antag-2
Cc1csc(SCC(=O)c2cc(C)n(Cc3cccs3)c2C)n1,-2.8,56.7,6.3
C=CCN=C1SC(CC)C(=O)N1S(=O)(=O)c1ccc(C)cc1 (configuration not stated),-0.2,15.0,-18.9

# Continuation:
SMILES,STK33 kinase inh,OX1R antag-1,OX1R antag-2
CC1CN(c2nc(Nc3ccccc3F)nc(N)c2[N+](=O)[O-])CC(C)O1 (configuration not stated),-0.5,-1.4,-22.9
Cc1ccc(N2N=C(c3ccc(F)cc3)CC2c2ccco2)cc1 (configuration not stated),1.9,11.6,-27.4
Cc1cccc(CN2CCCC(C(=O)Nc3ccccc3Oc3cccnc3)C2)c1 (configuration not stated),-1.4,22.2,-19.4
O=C(Nc1ccc(C(=O)NC2CCCCC2)cc1)c1cccnc1,-0.9,5.0,-13.4
Cn1c(SCC(=O)NC2CC2)nnc1-c1ccco1,-1.1,-0.7,-18.7
Cc1cc(C(F)F)n2ncc(C(=O)NCc3ccccc3)c2n1,1.0,6.7,-2.1
COC(=O)c1ccc(NC(=O)CN2CCN(CC#N)CC2)cc1,-0.1,11.7,-22.0
COc1cc(C(=O)n2nc(C)cc2C)cc(OC)c1OC,-1.2,4.6,-0.3
O=C(Nc1nnc(C(F)(F)F)s1)c1ccc(Br)s1,-2.0,49.1*,7.3
